RSV CPE inhibition: inhibition of RSV-induced cytopathic effect – HEp-2 cells, primary 10 µM value included (AID 2391). HEp-2 cells, RSV-induced CPE inhibition; higher % means a stronger effect. CPE inhibition, % at 10 µM, or IC50 in µM where a hit was titrated. 0.13% of 310,000 active; in the data active = a potency from the dose series; inconclusive = CPE inhibition mostly from about 23% at the one dose, without a potency; inactive = the rest, 99 in 100 with CPE inhibition below about 21%; also: strong numbers were not always called active
UTI89 phage lysis: protection from phage-mediated lysis, alamar blue read-out – E. coli UTI89, K1F phage, bacterial capsule biogenesis inhibitors (AID 488966) | inhibition, % at 100 µM, or IC50 in µM where a hit was titrated | E. coli UTI89 K1F phage lysis, alamar blue, 2 h; higher % means a stronger effect | 0.02% of 340,000 active;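 active = phage lysis inhibition, versus mean bacterial control, above a set limit; inconclusive = no clear call, values can overlap the other calls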;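 also: capsule biogenesis inhibitors block K1F phage lysis so surviving cells raise fluorescence; higher fluorescence means more inhibition of phage lysis; actives were called in the ten point dose series up to 300 µM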
PMI inhibitors: inhibitors of human PMI, primary screen, biochemical, fluorescence intensity, coupled assay (AID 1209); 0.42% of 190,000 active; purified PMI enzyme, coupled fluorescence intensity; higher % means a stronger effect; inhibition, % at 20 µM, or IC50 in µM where a hit was titrated;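 also: plate controls were DMSO vehicle for no effect and wells lacking substrate for full effect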
TNAP activation fold: stimulation of alkaline phosphatase TNAP activity – biochemical, luminescent, no phosphate acceptor, uHTS, primary screen (AID 1001); purified TNAP, luminescent activation assay, no phosphate acceptor; higher activation fold means a stronger effect; activation fold at 20 µM, or EC50 in µM where a hit was titrated; 0.03% of 200,000 active; in the data active = activation fold from about 3, or a potency from the dose series; inactive = the rest, 99 in 100 with activation fold below about 1.6; also: many of its hits are not listed in these tables
T cell modulator: modulates CD8 T cell binding to vesicles. 2C CD8+ T cell-vesicle binding, flow cytometry; hits give low values. calls only at 7 µM. 0.068% of 330,000 active;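 active = response, share of CD8 T cells binding vesicles, and their 90th percentile fluorescence all below set limits, cut at about 80% in these data, passing the limit was not always enough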
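System: murine 2C transgenic CD8+ T lymphocytes; also added: QL9-loaded Drosophila micro-vesicles; times: binding 1.5 h at 37 °C; measured by: flow cytometry, PE anti-B7-1 (FL2) versus Alexa647 anti-CD8 (FL8), PFA-fixed; control set: Peptide-free naked vesicles (low) and QL9 vesicles with 0.7% DMSO vehicle (high)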
P. falciparum M1AAP: malaria alanyl aminopeptidase activity blockers – biochemical, fluorogenic H-Leu-NHMec substrate, 1536-well (AID 1445) | recombinant M1AAP, H-Leu-NHMec fluorogenic kinetic assay; higher % means a stronger effect | inhibition, % at 30 µM, or IC50 in µM where a hit was titrated | 0.42% of 220,000 active;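 active = primary inhibition above the hit cutoff, then over 50% inhibition at one or more dose response concentrations, cut at about 23% in these data, passing the limit was not always enough; inconclusive = conflicting primary data, or primary hits not chosen for dose response; inactive = low primary inhibition, or under 50% at every dose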;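 also: plate controls were DMSO full reaction for no effect and no enzyme background for full effect; strong numbers were not always called active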
West Nile antiviral: West Nile virus antiviral activity, cell-based, CPE readout (AID 1621); West Nile virus-infected cells, CPE inhibition; higher % means a stronger effect; CPE inhibition, % at 10 µM; hits with a dose series show IC50 in µM; 0.02% of 290,000 active; in the data active = a potency from the dose series; inconclusive = CPE inhibition mostly from about 3.7% at the one dose, without a potency; inactive = the rest, 99 in 100 with CPE inhibition below about 2.2%; also: strong numbers were not always called active
M17LAP inhibition: P. falciparum M17LAP inhibitors, primary screen, biochemical, fluorogenic H-Leu-NHMec substrate, 1536-well (AID 1619); recombinant M17LAP, H-Leu-NHMec fluorogenic kinetic assay; higher % means a stronger effect; one-dose inhibition, % at 30 µM; IC50 in µM for titrated hits; 0.38% of 220,000 active;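 active = compound inhibiting the enzyme by more than half at any dose during confirmatory dose-response retesting; inconclusive = strong single-dose inhibitors picked by rank but not retested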;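 also: plate controls were full reaction with DMSO carrier for no effect and no enzyme background for full effect; strong numbers were not always called active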
PMI inhibition: human PMI inhibitors, high substrate, primary screen, biochemical, fluorescence intensity, high mannose 6-phosphate (AID 1220); recombinant PMI enzyme, coupled fluorescence intensity; higher % means a stronger effect; inhibition, % at 20 µM; hits with a dose series show IC50 in µM; 0.66% of 190,000 active
T cell modulator vesicle-bound %: further read-out of T cell modulator, marked with its call; double positive events, %; measured here: CD8+ vesicle-bound cell fraction;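 binding gate set so that unloaded-vesicle control wells show 10% double positive cells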
The depositor's hits bear a star; i = inactive; ? = inconclusive; / = not tested or not shown; [ ] = remark or other dose. Rule as the data show it, unless noted: active = inhibition above about 50%; inactive = the rest.

SMILES	RSV CPE inhibition	UTI89 phage lysis	PMI inhibitors	TNAP activation fold	T cell modulator	T cell modulator vesicle-bound %	P. falciparum M1AAP	West Nile antiviral	M17LAP inhibition	PMI inhibition
CC(Oc1ccc(Cl)cc1)C(=O)Nc1ccc(S(=O)(=O)N2CCOCC2)cc1 (stereo not drawn)	?	-0.1%	/	/	i	40	/	-0.4%	/	/
CC(C)C(NC(=O)c1ccccc1F)C(=O)Nc1ccc2c(c1)OCO2 (stereo not drawn)	-0.8%	-0.3%	0%	1.1	i	57	16%	-0.7%	4%	8%
CCOC(=O)/C(C(=O)Nc1ccc(Br)cc1)=C1/NC(C)(C)Cc2ccccc21	2.4%	2.9%	3%	1	i	4	-3%	-0.6%	-6%	3%
O=C1c2ccccc2C(=O)C1Cc1cccc2ccccc12	1.2%	5.5%	8%	1	i	54	4%	0.7%	6%	4%
CCn1c(=N)c(S(=O)(=O)c2ccc(Cl)cc2)cc2c(=O)n3ccccc3nc21	-0.1%	/	/	1	i	36	8%	0.0%	19%	/
CCOc1ccc(-n2ccnc2SCC(=O)Nc2cc(C)on2)cc1	14%	0.3%	-13%	1.2	i	58	10%	-1.0%	0%	-16%
CCCCn1c(/N=C/c2ccccc2NS(=O)(=O)c2ccc(C)cc2)nc2ccccc21	9.1%	-0.3%	25%	1.2	i	44	6%	-0.5%	17%	24%
O=C(OCc1nnc(-c2ccccc2)o1)c1cc(Cl)ccc1[N+](=O)[O-]	0.1%	0.3%	-1%	1.1	i	5	-3%	0.0%	-4%	1%
COc1ccccc1N=Nc1c(C)noc1C	3.0%	-0.1%	/	/	i	59	5%	0.0%	5%	/
CC(C)NC(=O)c1ccc(N(Cc2ccccc2)S(C)(=O)=O)cc1	1.0%	-0.1%	/	/	i	58	/	-0.8%	/	/
COC(=O)CNC(=O)c1ccccc1[N+](=O)[O-]	0.1%	-0.6%	/	/	i	16	/	-0.1%	/	/
CC(C)Nc1nc(SCC(N)=O)nc(N2CCOCC2)n1	-0.6%	-1.2%	4%	1.2	i	12	-6%	0.8%	2%	-2%

Arranged by the number under West Nile antiviral (descending): 3 of the compounds above.
Structure | RSV CPE inhibition | PMI inhibitors | TNAP activation fold | T cell modulator | T cell modulator vesicle-bound % | P. falciparum M1AAP | West Nile antiviral | M17LAP inhibition | PMI inhibition
O=C1c2ccccc2C(=O)C1Cc1cccc2ccccc12 | 1.2% | 8% | 1 | i | 54 | 4% | 0.7% | 6% | 4%
CCn1c(=N)c(S(=O)(=O)c2ccc(Cl)cc2)cc2c(=O)n3ccccc3nc21 | -0.1% | / | 1 | i | 36 | 8% | 0.0% | 19% | /
COC(=O)CNC(=O)c1ccccc1[N+](=O)[O-] | 0.1% | / | / | i | 16 | / | -0.1% | / | /

The list goes on.
SMILES	RSV CPE inhibition	UTI89 phage lysis	PMI inhibitors	TNAP activation fold	T cell modulator	T cell modulator vesicle-bound %	P. falciparum M1AAP	West Nile antiviral	M17LAP inhibition	PMI inhibition
CCc1nn(CC(=O)NCCc2ccc(S(N)(=O)=O)cc2)c(=O)c2cc3sccc3n12	1.2%	1.2%	/	/	i	8	/	-0.7%	/	/
Cc1cc(C)c2[nH]c(=O)c(CN(Cc3nnnn3C3CCCC3)C3CCCCC3)cc2c1	/	-0.1%	-13%	1	/	/	7%	0.2%	10%	2%
Cc1cc(N/N=C/c2ccc(N(C)C)cc2)c2ccccc2n1	10%	-0.3%	/	/	i	60	/	0.0%	/	/
Oc1ccc(C2=NN(c3ccccc3)C(c3ccc(F)cc3)C2)cc1 (stereo not drawn)	2.8%	0.0%	/	/	i	13	/	-0.6%	/	/
CCN(CC)C(=S)NC(=O)c1ccc(OC)c(Br)c1	-0.1%	2.8%[50 µM]	2%	1.1	i	25	4%	0.4%	21%	1%
COc1ccc(-n2nnnc2SCC(=O)Nc2cccc(C)n2)cc1OC	0.7%	1.4%	-1%	1.1	i	20	9%	-0.2%	1%	-12%
COc1cc(O)c2c(c1)OC(C)(C)CC2=O	1.4%	2.5%	0%	1	i	18	5%	0.5%	-6%	-10%
O=C1CC(C(=O)N2CCOCC2)C2(CCCC2)O1 (stereo not drawn)	0.9%	0.5%	11%	1.2	i	14	0%	0.4%	0%	6%
CCN(CC)S(=O)(=O)c1ccc(S(=O)(=O)Nc2cc3c(cc2C(C)=O)OCO3)cc1	-0.4%	0.9%	-7%	1.1	i	37	11%	-0.4%	-4%	-10%
COc1cccc(CNCCN2CCOCC2)c1OC	0.9%	2.2%	0%	1.1	i	14	5%	-0.4%	-13%	-9%
Cn1c(SCC(=O)N/N=C/C=C\c2ccccc2[N+](=O)[O-])nc2ccccc21	1.1%	0.0%	4%	1.3	i	60	2%	-0.2%	-5%	8%
O=CN(Cc1ccco1)C1(C(=O)NC2CCCCC2)CCCCC1	-1.3%	1.4%	4%	1.1	i	25	2%	-0.3%	8%	4%
O=c1[nH]c(-[n+]2ccc3ccccc3c2)c(/C=N/N=C(\[O-])c2ccccc2)s1	0.4%	0.1%	/	/	i	26	/	-0.2%	/	/
COc1ccc(/C=N/OCC(=O)Nn2c(C)nc3ccccc3c2=O)cc1	2.0%	0.1%	7%	1.1	i	40	1%	-0.7%	4%	10%
CC(=O)NC1(C(F)(F)F)NC(=O)N(CC(C)C)C1=O (stereo not drawn)	0.8%	-0.3%[50 µM]	-1%	1.1	i	43	2%	0.2%	1%	-2%
COc1ccc(NC(=S)N2CCN(S(=O)(=O)c3ccc(OC)cc3)CC2)cc1	1.7%	-0.1%	/	/	i	10	/	-0.6%	/	/
CC1CCN(c2cc(N3CCC(C)CC3)c([N+](=O)[O-])cc2/C=C(\C#N)c2nn(-c3ccccc3)c(N)c2C#N)CC1	8.2%	1.7%	14%	0.9	i	26	7%	/	-4%	10%
CNc1ccc(S(=O)(=O)NC)cc1[N+](=O)[O-]	0.6%	0.2%	5%	1	i	46	5%	0.3%	-2%	12%
CC(C)OC(=O)c1c(NC(=O)CCn2nnc3ccccc32)sc2c1CCCC2	-0.1%	0.2%	14%	1	i	53	9%	-1.1%	7%	13%
COC(=O)c1ccc(CN2CCN(CCC(C)C)C(CCO)C2)cc1 (stereo not drawn)	-0.7%	0.2%	3%	1	i	59	-4%	0.2%	12%	-2%
CC(C)Cn1c(=O)c2c(c3ccccc31)OC(C)C(=O)N2 (stereo not drawn)	/	0.1%	-1%	1	/	/	9%	0.2%	2%	-7%
CCN(CC)c1ccc(C=C2C(=O)OC3(CCCCC3)OC2=O)cc1	1.6%	0.2%	-20%	0.7	i	18	23%	0.0%	9%	-18%
O=C(O)c1cc(-c2ccccc2)n[nH]1	1.1%	-1.3%	-12%	0.1	/	/	-6%	-0.2%	-19%	-9%
O=C(C1CCN(CCCc2ccccc2)CC1)N1CCCCC1	0.2%	-0.6%	-1%	1.1	i	46	3%	-0.2%	13%	-6%
COCCN1C(=O)c2ccc(C(=O)NCc3cccnc3)cc2C1=O	-0.3%	0.3%	14%	1.1	i	11	2%	-0.5%	-11%	11%
CCOc1ccc(-c2cc(C(=O)N3CCCC3)c3ccccc3n2)cc1	0.8%	0.8%[50 µM]	/	/	i	16	/	-1.1%	/	/
Cc1cc(N2CCN(C(=O)Nc3ccc(F)cc3F)CC2)c2ccccc2n1	0.2%	0.1%	/	/	i	14	/	-1.1%	/	/
COc1cccc(/C=C2\SC(=S)N(CCC(=O)NC3C=CS(=O)(=O)C3)C2=O)c1 (stereo not drawn)	?	0.5%	/	/	i	2	/	1.7%	/	/
NC(=O)C1CC(=O)N(c2ccc(OCc3c(F)cccc3Cl)cc2)C1 (stereo not drawn)	1.3%	0.1%	4%	1.1	i	32	7%	-0.2%	8%	-1%
COc1ccc(OC)c(NC(=O)CSc2nnnn2-c2ccc3c(c2)OCO3)c1	3.3%	1.3%	4%	1.1	i	18	-4%	-0.8%	-7%	9%
C/C(CC(=O)Nc1ccc(Cl)c(C(F)(F)F)c1)=N\NC(=O)c1cnccn1	6.0%	0.1%	/	/	i	66	/	-0.9%	/	/
CC(=O)NCCC(=O)Nc1cc(S(=O)(=O)N2CCOCC2)ccc1Oc1ccccc1	1.9%	0.2%[50 µM]	/	/	i	9	/	-0.3%	/	/
COc1cc(OC)cc(C(=O)N[C@H](C(=O)NCCc2c[nH]c3ccccc23)C(C)C)c1	0.3%	-0.2%	2%	1.1	i	22	3%	-1.3%	-1%	-5%
COC(=O)c1cc(NC(=O)Cn2nc(C)n3cccc3c2=O)cc(C(=O)OC)c1	2.7%	-0.2%	/	/	i	12	/	0.9%	/	/
CCOC(=O)C1(CCOc2ccccc2)CCN(CC(O)CO)CC1 (stereo not drawn)	-0.7%	0.0%	/	/	i	49	/	-1.3%	/	/
CC(=O)OC(COC1C[C@@H]2CC[C@@]1(C)C2(C)C)C[N+]1(C)CCCCC1 (stereo partly drawn)	0.5%	?	/	/	i	19	15%	0.0%	0%	/
COC(=O)c1c(NC(=O)Cc2ccccc2)sc2c1CCN(C(C)C)C2	0.1%	3.4%	/	/	i	24	/	-0.6%	/	/
O=C(Nc1ccc(S(=O)(=O)N2CCCC2)cc1)c1c(F)cccc1F	4.4%	0.8%[50 µM]	/	/	i	45	/	0.5%	/	/
CCN1C(=O)CC(N2CCC(Cc3ccccc3)CC2)C1=O (stereo not drawn)	-0.4%	-0.1%	/	/	i	33	10%	-0.2%	-7%	/
COc1cccc(CC(=O)NCC2(N3CCCCC3)CCCCC2)c1	-1.5%	2.1%	-6%	1.1	i	30	1%	-0.3%	2%	-3%
Cc1cc(C)c(C#N)c(N2CCN(S(=O)(=O)Cc3ccccc3)CC2)n1	4.5%	1.4%[50 µM]	/	/	i	25	/	-0.4%	/	/
Cc1ccc(S(=O)(=O)Cn2nnnc2C(C(C)C)N2CCc3ccccc3C2)cc1 (stereo not drawn)	2.5%	0.6%	-41%	1	i	27	-3%	1.0%	-6%	-59%
COc1ccc(C(=O)NC2CC3CCCC(C2)N3Cc2ccccc2)cc1OC (stereo not drawn)	-0.6%	0.1%	/	/	i	13	/	-0.8%	/	/
COc1cccc(NC(=O)[C@@H](NC(=O)N2CCn3c2nc2ccccc23)C(C)C)c1	6.5%	0.4%	/	/	i	28	/	-0.2%	/	/
Cc1ccc(Cl)cc1N1CCN(C(c2cccnc2)c2nnnn2C2CCCCC2)CC1 (stereo not drawn)	3.2%	8.2%	23%	1.1	i	15	2%	-0.5%	-1%	10%
CN1C=CC=C/C1=C1\SC(=S)N(CC(=O)O)C1=O	1.6%	-0.4%	16%	0.8	i	65	/	-0.3%	/	8%

From PubChem BioAssay
